# Keap1 Nrf2 FP – Keap1-Nrf2 protein-protein interaction inhibitors, primary screen, biochemical, fluorescence polarization, single point; Keap1 Kelch-Nrf2 peptide fluorescence polarization, 1536-well; Kelch-like ECH-associated protein 1 (Homo sapiens), Q14145; hit rate 0.15% among 340,000; inhibition, % at 9.4 µM; in the data active = inhibition above about 12%;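 also: human Keap1 Kelch domain with fluorescein labeled Nrf2 9mer peptide probe; 0% = neutral control wells and 100% = peptide positive control; higher means more block of Keap1 binding to Nrf2 peptide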
# Target sequence (Q14145 whole entry, looked up, the tested form may be a part): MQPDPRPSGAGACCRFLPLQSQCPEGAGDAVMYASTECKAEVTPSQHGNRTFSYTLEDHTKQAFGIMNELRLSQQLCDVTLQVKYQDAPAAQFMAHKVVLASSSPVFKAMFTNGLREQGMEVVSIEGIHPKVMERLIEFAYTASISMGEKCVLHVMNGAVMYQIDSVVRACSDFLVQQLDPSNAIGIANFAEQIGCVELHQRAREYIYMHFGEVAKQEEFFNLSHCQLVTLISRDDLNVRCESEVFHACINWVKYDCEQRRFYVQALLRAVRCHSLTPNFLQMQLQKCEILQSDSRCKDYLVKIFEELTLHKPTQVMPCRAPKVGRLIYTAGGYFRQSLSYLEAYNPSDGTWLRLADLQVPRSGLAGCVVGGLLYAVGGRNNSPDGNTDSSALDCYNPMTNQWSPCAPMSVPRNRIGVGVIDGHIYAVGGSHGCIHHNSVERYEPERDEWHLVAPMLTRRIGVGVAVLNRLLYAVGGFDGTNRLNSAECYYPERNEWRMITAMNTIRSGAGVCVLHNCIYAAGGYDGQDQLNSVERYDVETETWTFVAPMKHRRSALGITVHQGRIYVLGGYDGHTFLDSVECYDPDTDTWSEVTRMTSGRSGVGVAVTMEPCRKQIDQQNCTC
# V-ATPase pHluor – regulators of yeast V-ATPase proton pumping, primary screen, pHLuorin cytosolic pH fluorescence; AID 504577, 2011; hit rate 0.37% among 350,000; response, % at 10 µM; S. cerevisiae; in the data active = response mostly above about 7.3%, no sharp cut-off; inactive = mostly below about 5.4%; also: actives read high; inactives centre near 0; some compounds called inactive have numbers as strong as hits; reference of the scale not given here
# RTF Ca sens inh – cardiac RTF calcium sensitivity inhibitors, primary screen, biochemical, IANBD-TnC fluorescence, EC70 calcium; inhibition, % at 7.15 µM; IANBD-labeled cardiac RTF, Ca2+ fluorescence; hit rate 0.12% among 340,000; Troponin I, cardiac muscle (Homo sapiens) + Troponin T, cardiac muscle (Homo sapiens) + …;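 active = inhibition above the mean inhibition of all tested compounds plus 3 SD, cut at about 17% in these data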;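 also: assay run at fixed EC70 calcium of 1.6 mM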
# HTR5A ag ctr – HTR5A agonists in luminescence cell assay, primary screen, counter-screen for OPRM1-OPRD1 heterodimer agonist project, full-deck HTS; 5-hydroxytryptamine receptor 5A (Homo sapiens), P47898; cell-based; activation, % at 9.3 µM; hit rate 0.61% among 340,000; AID 504692, 2011; in the data active = activation mostly above about 9.5%, no sharp cut-off; inactive = mostly below about 7.6%;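 also: 0% = cells with vehicle only and 100% = reference agonist; strong numbers were not always called active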
# Target sequence (P47898 whole entry, looked up): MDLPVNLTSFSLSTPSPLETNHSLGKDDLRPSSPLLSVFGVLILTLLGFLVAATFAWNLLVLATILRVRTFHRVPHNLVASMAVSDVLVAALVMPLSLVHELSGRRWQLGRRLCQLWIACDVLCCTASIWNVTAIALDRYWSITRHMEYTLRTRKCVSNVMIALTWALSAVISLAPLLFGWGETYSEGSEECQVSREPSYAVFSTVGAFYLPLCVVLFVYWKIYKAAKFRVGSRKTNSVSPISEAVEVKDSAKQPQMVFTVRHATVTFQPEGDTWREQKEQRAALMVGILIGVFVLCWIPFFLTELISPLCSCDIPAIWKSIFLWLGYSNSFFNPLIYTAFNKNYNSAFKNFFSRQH
# MOR-DOR ag – agonists of OPRM1-OPRD1 heterodimerization, primary screen, cell-based, luminescence; cells; activation, % at 9.3 µM; hit rate 0.3% among 340,000; AID 504326, 2011; in the data active = activation above about 18%;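 also: 0% = vehicle-treated cells and 100% = reference agonist; values of inactives mirror those of a sister screen read the other way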
# HTR5A inv ag – HTR5A inverse agonists in luminescence cell assay, primary screen, counter-screen for OPRM1-OPRD1 heterodimer inverse agonist project, full-deck HTS; 5-hydroxytryptamine receptor 5A (Homo sapiens), P47898; HTR5A cell line, inverse agonism; inhibition, % at 9.3 µM; hit rate 0.083% among 340,000; in the data active = inhibition mostly above about 23%, no sharp cut-off; inactive = mostly below about 18%;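 also: 0% = cells with DMSO and 100% = no-cell wells with DMSO; some compounds called inactive have numbers as strong as hits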
# CAL-PDZ inh HTS – untagged CAL PDZ binding inhibitors, primary screen, biochemical, fluorescence polarization, HTS. Golgi-associated PDZ and coiled-coil motif-containing protein (Homo sapiens), Q9HD26. purified CAL PDZ, TMR-peptide fluorescence polarization, 1 h. inhibition, % at 24.9 µM. hit rate 0.92% among 300,000;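 active = mean inhibition of at least 30% with at least half of replicates also reaching 30%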;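 also: 0% = DMSO neutral control and 100% = excess unlabeled competitor peptide PRC23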
# cardiac RTF act – cardiac RTF calcium sensitivity activators, primary screen, biochemical, IANBD-TnC fluorescence, EC20 calcium; IANBD-labeled TnC RTF fluorescence at EC20 calcium; 0% EC20 calcium, 100% full calcium; AID 493008, 2010; activation, % at 7.2 µM; hit rate 0.24% among 340,000;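 active = activation above the mean over all tested compounds plus 3 SD, cut at about 30% in these data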;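 also: rise in fluorescence read as greater calcium sensitivity of cardiac thin filaments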
# LANA DNA inh – inhibitors of KSHV C-LANA binding to DNA, primary screen, biochemical, fluorescence polarization, FAM-LBS DNA, MBP-C-LANA, single point | inhibition, % at 9 µM | hit rate 0.078% among 340,000;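 active = highest replicate inhibition at or above 60% at 9 µM, even if other replicates fall short; inactive = all replicates below 60% inhibition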;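 also: 0% = neutral control wells and 100% = 4 µM acridine orange control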
# OPRM1-OPRD1 inv – inverse agonists of MOR-DOR heterodimerization, primary screen, cell-based, luminescence; Mu-type opioid receptor (Homo sapiens) + Delta-type opioid receptor (Homo sapiens), …; cell-based MOR-DOR heterodimer luminescence, inverse agonism; inhibition, % at 9.3 µM; hit rate 0.21% among 340,000; AID 504357, 2011; in the data active = inhibition above about 22%, passing the limit was not always enough;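 also: 0% = cells with DMSO and 100% = wells without cells with DMSO; values of inactives mirror those of a sister screen read the other way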
# The depositor's hits bear a star; . = not tested or not shown.
SMILES,Keap1 Nrf2 FP,V-ATPase pHluor,RTF Ca sens inh,HTR5A ag ctr,MOR-DOR ag,HTR5A inv ag,CAL-PDZ inh HTS,cardiac RTF act,LANA DNA inh,OPRM1-OPRD1 inv
C(#Cc1ccccc1)CN1CCOCC1,0.1,3.2,2.2,-0.9,0.1,2.2,-17.0,3.0,-0.9,-0.8
Cn1c(C(O)c2ccc(Br)cc2)nc(Cl)c1Cl (stereo unspecified),-2.2,-4.3,-3.1,-1.5,-1.5,-0.8,.,-0.5,-1.9,7.8
Cc1ccc(-n2ncc3c(N4CCCC(C)C4)ncnc32)c(C)c1 (stereo unspecified),-2.4,-1.9,-6.5,-0.6,4.1,1.9,.,1.9,1.6,-24.3
NS(=O)(=O)c1ccc(NC(=O)c2cc(-c3ccccc3O)n[nH]2)cc1,0.4,-4.1,-3.1,4.1,-0.6,-14.5,3.7,1.1,1.2,2.7
CCC(C)c1ccc(NC(=S)NCc2ccccc2OC)cc1 (stereo unspecified),-2.5,-2.0,-1.8,-5.3,2.5,13.0,-2.8,-3.2,0.4,-12.9
COc1ccc(NC(=O)c2ccco2)c(OC)c1,-7.3,-2.6,-6.2,-2.4,-0.9,8.7,0.9,15.2,2.7,5.0
COC(=O)C1=C(C(=O)OC)[C@@H]2Nc3ccccc3[C@@]23C[C@@H](C(=O)OC)N(C(=O)C2CCC2)C3=N1,-0.6,3.9,2.5,-0.1,-1.1,-21.1,-6.0,1.8,-3.1,6.1
CC(C#N)(Nc1ccc(Cl)cc1)c1cccnc1 (stereo unspecified),3.1,-3.1,11.0,8.1,-3.7,-20.5,-4.9,1.2,1.9,19.4
CN1CCN(c2nc(-c3ccccc3)nc3c2oc2ccccc23)CC1,1.9,6.5,5.7,1.8,-0.4,7.7,0.3,4.6,-0.9,2.4
C/C=C/c1ccc(OCCOCCOc2cccc3cccnc23)c(OC)c1,3.2,-2.5,3.4,-2.5,-2.4,9.2,-3.0,-7.7,0.4,12.5
CCOc1ccc(-c2nnc(SCC(=O)N3CCOCC3)o2)cc1,0.5,-4.7,-0.6,-0.3,-4.0,18.1,.,-3.3,0.1,16.7
O=[N+]([O-])c1ccc(O)c(C2CCCCC2)c1,-0.9,-0.7,3.0,-2.9,0.6,11.5,-2.7,2.7,0.8,-2.8
CCn1c(SCC(=O)N/N=C/c2ccc(C)o2)nnc1-c1ccc(C)cc1,0.7,0.4,-2.8,4.4,-1.3,-19.4,-3.1,8.2,-2.5,6.7
CC1(c2ccc(OC(F)F)cc2)NC(=O)N(CC(=O)N2c3ccccc3NC(=O)C2(C)C)C1=O (stereo unspecified),-4.9,-0.2,-3.5,-0.2,-5.4,2.9,-6.6,0.8,1.1,20.2
C=CCOc1ccc(/C=C2\SC(N3CCCCC3)=NC2=O)cc1,1.9,-0.7,-5.2,4.8,-0.6,-18.0,0.8,-0.4,-1.7,2.8
COc1ccc(CCC(=O)NCCOc2ccccc2Cl)cc1,-4.0,4.4,-3.6,-1.4,-2.8,8.3,-5.4,0.5,-1.3,14.0
COc1ccc2[nH]c(C)c(CCNC(=S)Nc3cc(C)cc(C)c3)c2c1,-6.7,1.7,-1.4,19.9*,0.3,-55.8,.,5.1,0.9,-1.6
Cc1ccc(C(CC(=O)O)NC(=O)CN2C(=O)c3ccccc3C2=O)cc1 (stereo unspecified),-0.4,1.6,-10.8,-5.5,-2.5,22.1,-5.9,-0.2,0.1,15.7
CCOC(=O)c1cnn(-c2ccccc2)c1-n1cccc1,-5.5,4.9,-13.6,-1.1,-0.7,-19.6,-3.1,0.9,0.8,4.2
COc1ccc(OC)c(C=Nc2ccccc2-c2nc3ccccc3[nH]2)c1,-3.2,0.8,-13.0,4.8,0.2,25.4,-2.7,0.1,-0.1,-1.0
COc1cccc2cc(C(=O)OCc3ccccc3)c(=O)oc12,2.5,-1.7,-8.0,-2.6,-0.8,8.8,-5.4,-3.2,0.9,3.9
Cc1ccccc1N1CCN(C(=O)NCc2cccc(Cl)c2)CC1,-0.8,0.2,-19.6,-2.5,1.7,-7.8,-0.6,2.6,3.2,-14.2
CCC1CCCCN1CCCNC(=O)C1CCCN(c2ncnc3c2nc2n3CCCCC2)C1 (stereo unspecified),-3.7,-1.4,-5.8,1.9,-3.3,-16.2,-3.4,7.8,1.4,16.6
CCN(CC)C1=N/C(=C\c2ccco2)C(=O)N1c1ccccc1,0.9,0.1,-9.2,0.6,-0.9,-8.0,-5.2,3.1,0.9,5.5
Cc1occc1-c1nnc(SCC(=O)NC2CC2)n1C,-3.4,3.3,-8.4,1.9,-0.4,-6.5,-9.5,1.5,0.9,2.1
Cc1nc2ccccn2c1CN(C)C(=O)C1CCC(=O)N(CCc2cccc(F)c2)C1 (stereo unspecified),1.0,-1.2,-4.3,-2.2,-4.1,-3.6,2.7,2.4,0.7,20.3
COCc1c(C(=O)N2CCN(Cc3c(F)cccc3Cl)CC2)oc2ccccc12,-2.3,-3.4,-9.1,3.1,-0.3,-12.1,-6.9,-7.3,1.0,1.4
Cc1ccccc1NC(=O)C(NS(=O)(=O)c1ccc2c(c1)c(=O)n(C)c(=O)n2C)c1ccccc1 (stereo unspecified),-4.8,3.4,-2.5,6.5,-1.3,-19.0,.,9.2,1.2,7.5
COc1ccc(CCNC(=O)c2cc(S(=O)(=O)N3CCCCCC3)ccc2OC)cc1OC,-1.7,-2.0,-2.6,-0.7,-1.3,10.1,.,-3.7,-1.8,8.4
O=C(COCC(=O)N/N=C/c1ccc(F)cc1)N/N=C/c1ccc(F)cc1,1.9,1.9,0.1,-0.7,-1.9,20.5,2.1,-8.4,-0.6,9.8
CCc1cc(CNC(=O)CC2C(=O)NCCN2Cc2ccc(-c3ccccc3)cc2)on1 (stereo unspecified),-8.9,0.7,2.8,3.1,-2.9,-11.8,-3.7,-2.8,0.5,14.9
O=C(NNC(=O)C12CC3CC(CC(C3)C1)C2)c1cccc([N+](=O)[O-])c1,-1.2,-1.5,-19.4,-1.9,-1.4,15.3,0.3,-2.0,-3.6,8.6
CCOC(=O)c1cc2cc(F)ccc2nc1C,-1.5,8.0,5.7,1.1,-1.5,-4.0,-2.8,-6.3,2.0,7.9
Cc1ccc2[nH]c(=O)c(-c3nc4c(C)cccn4c3NCc3ccco3)cc2c1,-1.3,2.9,-2.6,-3.1,3.7,7.4,7.5,-3.2,-0.5,-15.5
O=C(O)CCCCCN1C(=O)CSC1=S,-0.4,2.6,-0.1,0.7,0.2,-2.0,-3.8,0.9,-0.4,-0.9
CC1(C)CC[C@]2(C(=O)O)CC[C@]3(C)C(=CC[C@@H]4[C@@]5(C)CC[C@H](O[C@@H]6O[C@H](C(=O)O)[C@@H](O)[C@H](O[C@@H]7OC[C@H](O)[C@H](O)[C@H]7O)[C@H]6O)C(C)(C)[C@@H]5CC[C@]43C)[C@@H]2C1,3.6,3.0,-2.2,6.8,10.1,-19.2,-8.4,-2.1,-0.8,-54.7
O=C1/C(=C/c2cccnc2)Oc2cc(OS(=O)(=O)c3ccccc3)ccc21,-8.2,0.3,4.9,3.1,-3.8,-10.1,.,3.8,0.4,20.1
Cc1oc(-c2ccc(Cl)cc2)nc1CS(=O)CC(=O)NCCN1CCCC1 (stereo unspecified),-3.0,-2.4,0.3,8.2,-2.4,-24.9,.,2.8,1.8,13.9
O=C(c1cccs1)N1CCN(C(=O)N2CCOCC2)CC1,-0.9,0.8,-5.7,1.6,-2.1,3.0,-12.4,-0.4,-2.1,12.5
COc1cc2nc(NCC3CCCO3)n3nc(-c4cccnc4)nc3c2cc1OC (stereo unspecified),-0.4,1.0,-8.4,-5.2,-0.8,-1.6,.,-6.3,-1.6,4.1
O=c1[nH]c2cc([N+](=O)[O-])c(NCCO)c([N+](=O)[O-])c2[nH]1,2.0,-0.1,.,.,.,.,3.4,.,-0.3,.
COCCCn1c(C23CC4CC(CC(C4)C2)C3)n[nH]c1=S,-2.4,4.1,-4.6,-4.0,1.6,13.8,-3.7,-0.2,-2.1,-7.7
COCCCNC(=O)c1cc(OC)c(OC)c(OC)c1,1.6,2.8,-1.8,4.9,-2.7,-11.8,-5.0,2.4,2.0,11.3
O=C(c1ccccc1S(=O)(=O)NCC(O)COc1ccc([N+](=O)[O-])cc1)N1CCCCC1 (stereo unspecified),-4.7,-3.9,1.6,-9.9,-4.8,-27.0,-0.8,2.6,-0.1,27.7
Clc1ccc(C[n+]2cc(-c3ccccc3)n3c2CCC3)cc1Cl,-1.6,-2.3,-3.5,3.5,-0.8,-1.2,-2.2,2.1,0.7,4.1
CC(=O)c1c(C)[nH]c(C(=O)Nc2ccc(F)c(F)c2F)c1C,-1.9,-1.9,0.2,5.9,-1.2,-16.7,-3.7,-5.3,0.0,7.8
COc1ccc(OC)c(NC(=O)CCN2CC(C)OC(C)C2)c1 (stereo unspecified),4.5,0.0,-16.1,-2.5,-0.3,-0.7,-8.3,5.3,0.1,1.9
CCOC(=O)N1CC=C2C(C#N)=C(N)C(C#N)(C#N)[C@H](c3ccsc3)[C@H]2C1,-11.0,0.5,-12.0,-4.1,-0.9,-12.5,-5.6,1.4,6.0,5.2

# Random excerpt: three records from the list.
SMILES,Keap1 Nrf2 FP,V-ATPase pHluor,RTF Ca sens inh,HTR5A ag ctr,MOR-DOR ag,HTR5A inv ag,CAL-PDZ inh HTS,cardiac RTF act,LANA DNA inh,OPRM1-OPRD1 inv
O=C(O)CCCCCN1C(=O)CSC1=S,-0.4,2.6,-0.1,0.7,0.2,-2.0,-3.8,0.9,-0.4,-0.9
C(#Cc1ccccc1)CN1CCOCC1,0.1,3.2,2.2,-0.9,0.1,2.2,-17.0,3.0,-0.9,-0.8
CCC(C)c1ccc(NC(=S)NCc2ccccc2OC)cc1 (stereo unspecified),-2.5,-2.0,-1.8,-5.3,2.5,13.0,-2.8,-3.2,0.4,-12.9

# Next section.
SMILES,Keap1 Nrf2 FP,V-ATPase pHluor,RTF Ca sens inh,HTR5A ag ctr,MOR-DOR ag,HTR5A inv ag,CAL-PDZ inh HTS,cardiac RTF act,LANA DNA inh,OPRM1-OPRD1 inv
CCOc1ccc(N=Cc2c(O)cc(C)oc2=O)cc1,-0.4,-4.9,-1.5,-4.1,-1.1,11.9,.,0.2,0.5,6.5
O=C(Cc1cccs1)N(c1ccc(Br)cc1)C1C=CS(=O)(=O)C1 (stereo unspecified),1.1,-0.8,-2.2,2.4,-0.8,-6.7,0.2,2.7,0.2,4.2
Cc1cc(C(F)(F)F)c(C#N)c(SCC(=O)NC2CC2)n1,-2.2,1.1,-8.5,-2.0,-2.3,-28.7,.,1.1,1.2,12.2
CCOC(=O)C1=C(CC)Nc2ccccc2N=C1NC(=O)c1cc(C)on1,-4.1,2.5,-0.6,-0.4,-1.4,0.9,-4.5,3.6,-0.3,5.7

# Compound activity (PubChem BioAssay)
